# PERK inhibitor: block of dimerizer-induced PERK translation repression, primary screen, PERK inhibitor project, CHO PERK-DD cells, SEAP luminescence, HTS; Eukaryotic translation initiation factor 2-alpha kinase 3 (Homo sapiens), Q9NZJ5; CHO PERK-DD fusion, SEAP luminescence translation reporter; inhibition, % at 5.6 µM; actives 0.17% (n = 220,000); AID 1416, 2008;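 active means inhibition above the mean inhibition of all tested compounds plus 3 SD, set separately per screening campaign, cut at about 2.9% in these data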;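 further: PERK kinase domain activated by AP20187 dimerizer at 100 nM; 0% = DMSO with dimerizer and 100% = rapamycin at 8.4 µM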
# Target sequence (Q9NZJ5 whole entry, looked up, the tested form may be a part): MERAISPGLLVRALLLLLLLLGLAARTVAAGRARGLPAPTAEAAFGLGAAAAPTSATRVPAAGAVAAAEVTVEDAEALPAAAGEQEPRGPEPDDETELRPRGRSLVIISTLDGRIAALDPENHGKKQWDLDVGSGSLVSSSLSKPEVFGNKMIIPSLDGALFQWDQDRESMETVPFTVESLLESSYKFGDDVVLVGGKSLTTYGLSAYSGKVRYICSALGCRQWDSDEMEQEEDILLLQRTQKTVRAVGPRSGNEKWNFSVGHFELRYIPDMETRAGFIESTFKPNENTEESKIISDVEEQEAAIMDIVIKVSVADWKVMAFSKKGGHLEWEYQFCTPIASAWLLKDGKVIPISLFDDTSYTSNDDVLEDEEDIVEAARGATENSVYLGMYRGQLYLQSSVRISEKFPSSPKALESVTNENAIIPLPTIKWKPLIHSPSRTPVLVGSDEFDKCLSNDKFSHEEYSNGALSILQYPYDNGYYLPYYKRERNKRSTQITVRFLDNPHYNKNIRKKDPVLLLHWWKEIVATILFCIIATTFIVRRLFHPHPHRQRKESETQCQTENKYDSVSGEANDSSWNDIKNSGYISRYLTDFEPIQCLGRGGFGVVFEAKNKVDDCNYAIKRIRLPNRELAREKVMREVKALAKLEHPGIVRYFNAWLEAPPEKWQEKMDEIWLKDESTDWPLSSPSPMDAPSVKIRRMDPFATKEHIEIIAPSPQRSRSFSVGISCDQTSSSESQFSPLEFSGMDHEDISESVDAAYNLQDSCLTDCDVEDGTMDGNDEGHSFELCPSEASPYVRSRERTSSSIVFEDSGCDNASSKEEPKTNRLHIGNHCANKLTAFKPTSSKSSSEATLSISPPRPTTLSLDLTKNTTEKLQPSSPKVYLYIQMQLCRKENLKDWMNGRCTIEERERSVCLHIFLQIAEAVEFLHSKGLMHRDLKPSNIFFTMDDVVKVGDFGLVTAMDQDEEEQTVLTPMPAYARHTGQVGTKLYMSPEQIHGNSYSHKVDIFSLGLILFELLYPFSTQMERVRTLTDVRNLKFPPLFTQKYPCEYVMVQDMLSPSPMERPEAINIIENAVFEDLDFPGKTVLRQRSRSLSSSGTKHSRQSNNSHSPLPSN
# FXIIa inh: human FXIIa protease inhibitors, primary screen, biochemical, 1536-well. inhibition, % at 5 µM. Coagulation factor XII (Homo sapiens), P00748. AID 800, 2007. purified FXIIa, Boc-QGR-AMC fluorogenic substrate, 2 h. actives 0.3% (n = 220,000); in the data active means inhibition above about 40%;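 further: 0% = enzyme with no compound and 100% = blank without enzyme; many of its hits are not listed in these tables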
# KCC2 mod: KCC2 cotransporter modulators, thallium flux, primary screen, cell-based, HEK293 KCC2, FluoZin-2 fluorescence, MLSMR. Solute carrier family 12 member 5 (Homo sapiens), Q9H2X9. B-score of Tl+ flux slope (higher = more flux/activation; lower = inhibition) at 10 µM. actives 2.2% (n = 190,000). AID 1456, 2008. KCC2 cells, thallium flux FluoZin-2 fluorescence;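 active means thallium flux slope and its plate-corrected score both differing from the plate sample mean at a set confidence after two filtering rounds, in either direction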;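 further: slope of fluorescence scaled to starting intensity during 10 to 20 s after thallium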
# KLK5 inh: human KLK5 protease inhibitors, primary screen, biochemical, 1536-well; Kallikrein-5 (Homo sapiens), Q9Y337; inhibition, % at 5 µM; recombinant hK5, fluorogenic AMC substrate cleavage; actives 0.59% (n = 210,000);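 active means inhibition of 40% or more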;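 further: 0% = enzyme controls without compound and 100% = no-enzyme blanks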
# Rad51 HR inh: human RAD51 strand exchange inhibitors, primary screen, biochemical, fluorescence; actives 0.085% (n = 200,000); DNA repair protein RAD51 homolog 1 (Homo sapiens), Q06609; hRad51 DNA strand exchange, fluorescence dequenching; inhibition, % at 10 µM; AID 1385, 2008;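 active means inhibition above 40% at the single screening dose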;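 further: 0% = DMSO control wells and 100% = blanks with heterologous ssDNA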
#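 Material: hRad51 filaments on single-stranded DNA; Reagent: Donor/quencher-labelled 47-bp dsDNA substrate; Compound: 10 µM final, single point; Schedule: 37 °C 15-min filament assembly, 30-min compound preincubation, 15-min exchange; Technique: FRET fluorescence, excitation 485 nm, emission 520 nm; Benchmarks: control wells and blank wells on each plate.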
# FXIa inh: human FXIa protease inhibitors, primary screen, biochemical, 1536-well | inhibition, % at 5 µM | actives 0.14% (n = 220,000) | purified FXIa, Boc-Glu-Ala-Arg-AMC fluorogenic substrate | AID 798, 2007 | Coagulation factor XI (Homo sapiens), P03951;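 active means inhibition of at least 40%; inactive means inhibition below 40%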;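 further: fluorescence of freed AMC excited at 355 nm; 0% = enzyme without compound and 100% = no enzyme blank; many of its hits are not listed in these tables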
# Thrombin inh: human alpha-thrombin inhibitors, primary screen, counter-screen for coagulation protease inhibitor project, biochemical, 1536-well, fluorogenic AMC substrate; Prothrombin (Homo sapiens), P00734; Boc-VPR-AMC fluorogenic substrate cleavage; inhibition, % at 5 µM; actives 0.26% (n = 220,000);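 active means inhibition at or above 40%; inactive means inhibition below 40%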;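 further: 0% = enzyme with no compound and 100% = wells without enzyme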
#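 System – human alpha-thrombin protein · Reagent – Boc-VPR-AMC substrate, 15 µM final · Compound – 5 µM single dose in 0.2% DMSO · Schedule – reaction at room temperature · Technique – AMC fluorescence at 355 nm excitation and 460 nm emission · Read-out basis – % inhibition relative to enzyme controls and enzyme-free blanks · Control set – no-compound enzyme wells and no-enzyme blanks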
# Furin inhibitor: human furin inhibitors, primary screen, biochemical, fluorescence intensity; AID 463115, 2010; inhibition, % at 30 µM; P09958; purified furin, fluorogenic substrate cleavage; actives 0.061% (n = 220,000); in the data active means inhibition above about 25%; further: inactives centre near -15
# m-calpain inh: inhibitors of pig calpain II, primary screen, biochemical, fluorogenic peptide substrate, 1536-well | purified calpain II, 30 min | inhibition, % at 16 µM | actives 0.37% (n = 220,000);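 active means inhibition above about 50%, limit read from the data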
# * = called active by the depositor; i = inactive; nt = no result given; [ ] = another dose, or the depositor's remark.
# Results follow in this order: PERK inhibitor	FXIIa inh	KCC2 mod	KLK5 inh	Rad51 HR inh	FXIa inh	Thrombin inh	Furin inhibitor	m-calpain inh
- COc1cccc(C(=O)N(CN2CCCC2=O)c2cccc(Cl)c2)c1
    -0.9	18.8	nt	9.5	3.8	-9.4	5.6	-10.2	-16.0
- COCCN1C(=O)c2ccccc2C(C(=O)N2CCN(c3ccccc3)CC2)C1c1ccc(F)cc1 (stereo unspecified)
    -1.5	-1.0	0.285	-21.7	7.5	-5.0	-12.7	-20.8[20 µM]	-30.5
- CCC(C)C(=O)Nc1nc(C)c(-c2csc(Nc3cc(Cl)ccc3OC)n2)s1 (stereo unspecified)
    -0.8	13.6	-0.586	-4.9	-3.3	4.1	5.0	-15.2[20 µM]	-25.8
- COc1cc(C(=O)Nc2cccc(-c3cn4cccnc4n3)c2)cc(OC)c1OC
    -0.1	-7.5	-0.769	-31.9	4.5	-10.8	-6.5	-38.6	i
- O=C(Nc1nc(-c2cccnc2)cs1)c1cccc([N+](=O)[O-])c1
    -0.3	3.5	-0.149	-4.7	4.3	-2.9	8.2	-22.5	-42.8
- O=C(Nc1cccc([N+](=O)[O-])c1)N1CCN(c2ccccc2)CC1
    -1.5	7.9	-1.42	10.2	3.6	-2.8	-1.4	-13.9	25.7
- O=C(NCC(c1cccs1)N1CCOCC1)c1ccc(Cl)s1 (stereo unspecified)
    0.1	11.0	nt	-9.7	2.9	2.3	2.5	-4.8	-1.3
- O=C(CCn1c(=O)c2ccccc2n(Cc2ccccc2)c1=O)NCc1ccc2c(c1)OCO2
    -0.1	-15.2	0.0229	-10.3	nt	-3.7	-3.0	-14.8[20 µM]	-60.2
- Cc1ccc(NC(=O)CCn2cccc2)cc1C
    0.3	43.0*	0.00897	31.5	-0.3	14.1	31.6	-7.1[20 µM]	4.2
- Cc1cc(C(F)(F)F)c(C#N)c(SCC(=O)NC(C)(C)C)n1
    -1.0	35.9	0.412	41.8*	3.6	15.7	7.7	-12.0	24.1
- C=CCN(CC=C)C(=O)Cc1ccc(F)cc1
    0.7	0.2	nt	10.9	-1.3	-2.3	-4.0	-18.6[20 µM]	-11.9
- COC(=O)c1cn(NC(=O)C2CCCO2)c(=O)c2ccccc12 (stereo unspecified)
    -0.1	6.8	0.362	-8.9	-4.1	-7.6	-1.1	-5.2[20 µM]	6.6
- O=C(c1ccco1)N1CCN(S(=O)(=O)c2ccc3c(c2)CCN3C(=O)C2CC2)CC1
    -0.9	3.6	nt	-6.6	-1.9	0.7	3.6	-18.1	5.6
- O=S(=O)(c1ccc(F)cc1)N1CCN(c2ncccn2)CC1
    0.4	10.1	1.03	0.7	-0.1	1.0	-0.1	-24.5	-19.3
- Fc1ccc(Cn2nnnc2CN2CCN(C3CCCC3)CC2)cc1
    -0.9	16.8	nt	-3.2	6.7	6.8	5.9	-11.5	-1.1
- C=CCNC(=O)CSCc1ccc(Br)cc1
    -0.4	-0.2	-0.933	-8.2	7.9	-8.2	-14.1	-7.0	25.6
- COC(=O)C1=C(C)N(CCCC(=O)O)C(=O)NC1c1ccc(-c2ccccc2)cc1 (stereo unspecified)
    0.0	3.2	0.355	-10.7	-9.8	-4.2	-4.5	-16.4	-13.8
- Cc1noc(NS(=O)(=O)c2ccc(N/C=C\C(=O)c3ccc(F)cc3)cc2)c1C
    1.3	5.4	-0.0714	-4.5	-28.5	-1.2	3.5	-22.1	-8.5
- O=C(NCc1ccccc1)NCc1cccs1
    0.2	3.8	-1.82	3.4	-9.9	-3.9	-12.5	-10.6	25.5
- Cc1ccc(-n2c(Cl)c(Cl)nc(Cl)c2=O)cc1
    -0.6	8.7	-1.67	-15.3	4.1	-0.7	-9.9	-9.3	-14.0
- Cc1cc(C)cc(CSCC(=O)N/N=C/c2ccc(OCC(=O)NCc3ccco3)cc2)c1
    -0.7	3.3	0.144	-19.0	-4.0	-11.5	-0.3	-9.6[20 µM]	-34.8
- Cc1c(C(=O)Nc2cccc(-c3nnc4n3CCCCC4)c2)oc2ccccc12
    -0.8	-0.6	-0.481	-7.8	-3.1	-9.2	-9.7	-17.0	13.1
- O=C1NC2(C=Cc3c(ccc4ccccc34)O2)Oc2ccccc21 (stereo unspecified)
    1.9	1.1	-0.772	-1.5	0.0	-3.1	-1.7	-46.8[20 µM]	-369.8
- Cc1ccc(Nc2nc(N)c([N+](=O)[O-])c(N3CCC(C)CC3)n2)cc1C
    0.6	8.2	0.0145	-8.6	8.9	-3.3	-4.7	-16.3	25.3
- CCOc1ccc(C(=O)NCC(=O)Nc2ccc(N3CCOCC3)cc2)cc1OCC
    1.5	6.2	-0.37	16.1	11.9	12.6	-15.1	-17.4	-27.0
- COc1ccc(NC(=O)Nc2cc(C)ccc2F)cc1
    -0.5	5.3	-1.51	2.2	-9.6	1.9	-2.1	-25.9[20 µM]	-10.7
- Cc1nnc(SCC(=O)Nc2ccc3c(c2)OCO3)[nH]c1=O
    1.8	16.7	-0.862	-11.7	3.8	-3.4	5.1	-11.1	-11.4
- O=C(c1ccc(CNc2c(N3CCCC3)c(=O)c2=O)cc1)N1CCN(C2CCCCC2)CC1
    0.7	5.0	1.21	-11.1	nt	-1.9	-1.6	-8.6	12.9
- Cc1ccc(NC(=O)c2ccncc2)cc1S(=O)(=O)N(C)C
    0.9	6.0	1.26	-5.4	3.5	3.0	-3.1	-17.4	10.8
- O=[N+]([O-])c1ccc(NCCNCCOc2nonc2-c2ccccc2)c([N+](=O)[O-])c1
    0.3	4.1	0.16	-5.1	-6.0	3.4	nt	-4.5	39.0

# Grouped by structure, the compounds so far with a thiophene ring, fused or not
# Results follow in this order: PERK inhibitor	FXIIa inh	KCC2 mod	KLK5 inh	Rad51 HR inh	FXIa inh	Thrombin inh	Furin inhibitor	m-calpain inh
- O=C(NCC(c1cccs1)N1CCOCC1)c1ccc(Cl)s1 (stereo unspecified)
    0.1	11.0	nt	-9.7	2.9	2.3	2.5	-4.8	-1.3
- O=C(NCc1ccccc1)NCc1cccs1
    0.2	3.8	-1.82	3.4	-9.9	-3.9	-12.5	-10.6	25.5

# The results go on.
# Results follow in this order: PERK inhibitor	FXIIa inh	KCC2 mod	KLK5 inh	Rad51 HR inh	FXIa inh	Thrombin inh	Furin inhibitor	m-calpain inh
- COc1ccc(NC(=O)C2CC(=O)N/C(=N/N=C/c3ccco3)S2)cc1 (stereo unspecified)
    0.3	13.9	0.495	5.7	-5.8	5.4	2.8	-13.5	-15.7
- Cc1ccc2nc(N3CCN(Cc4nnnn4C4CCCC4)CC3)c(C#N)cc2c1
    0.0	16.4	-0.0874	-1.8	-1.6	17.9	-3.9	-25.2[20 µM]	11.5
- CCOc1ccc(Oc2c(/C=N/NC(N)=O)c(C)nn2-c2ccccc2)cc1
    -0.8	5.8	-1.07	-5.3	-1.4	1.9	-9.3	-9.2	6.8
- CCCCn1c(=O)n(CC(=O)NCc2ccc(C)cc2)c(=O)c2c1nc(CO)n2CCC
    -0.4	12.2	nt	-5.1	11.2	2.1	-3.7	-17.8	3.3
- N#Cc1ccc(OCC(O)CS(=O)(=O)c2ccc(F)cc2)cc1 (stereo unspecified)
    -1.0	10.6	0.813	-2.2	5.2	6.0	nt	-27.3	-8.5
- Cc1ccc(CNC(=O)CN(C)S(=O)(=O)c2cnc[nH]2)cc1
    0.6	11.1	1.32	-5.9	nt	23.9	1.4	-15.3	5.7
- O=C1C=C(N2CCCCC2)C2(CCCCC2)O1
    0.3	10.9	-2.85	-5.3	-3.0	6.3	-0.3	-6.1	2.5
- N/C(CN1CCCC1=O)=N\O
    -0.1	-12.7	0.215	-30.7	-0.4	-8.2	-11.0	-10.7	-14.0
- CC1CCC(=NNC(=O)Cc2cccn2C)CC1 (stereo unspecified)
    1.1	5.2	-0.491	-0.7	5.9	-4.2	-2.2	-23.0	-17.6
- COc1ccc(NC(=O)C2CCC(CNS(=O)(=O)c3cccs3)CC2)cc1 (stereo unspecified)
    0.5	5.5	-0.175	-1.0	29.4	-2.6	6.0	-9.9	-24.6
- COc1cc(C(=O)NC2CCN(Cc3nnnn3Cc3ccc(F)cc3)CC2)cc(OC)c1OC
    0.7	4.1	-0.472	0.1	12.1	-2.2	-0.6	-19.7	-12.7
- O=C(C1CCN(Cc2cc(Cl)ccc2O)CC1)N1CCN(Cc2ccccc2)CC1
    -1.1	-4.0	-1.17	2.8	nt	-3.5	-2.6	-29.1	-1.8
- COc1cccc(NC(=S)N(CCN(C)C)C(C)c2cccnc2)c1 (stereo unspecified)
    0.8	7.8	0.0781	-4.0	2.5	10.6	20.8	-18.3	16.5
- N#Cc1c(-c2ccccc2F)cc(-c2cccnc2)nc1N
    0.3	-35.0	0.0311	-33.3	7.8	-1.6	-15.7	-36.1	-490.2
- COCc1[nH]c(=S)[nH]c(=O)c1C
    0.7	0.2	0.366	-6.8	9.6	-6.1	-6.7	-11.9	-9.7
- O=c1[nH]c(CSc2ccccn2)nc2c1oc1ccccc12
    -0.9	6.2	-0.967	3.0	2.4	-5.7	-5.1	-23.2	5.5
- CCN1CCCC(OC(=O)c2cc(-c3ccc(C)cc3)nc3ccccc23)C1 (stereo unspecified)
    1.6	nt	0.772	-1.8	4.3	-2.3	-0.4	-31.7	-144.7
- Cn1nc(C(F)(F)F)cc1-c1ccc(S(N)(=O)=O)s1
    1.0	2.2	1.01	-1.1	nt	2.8	-3.8	-10.0	0.6
- C/C(=N\OC(=O)c1c(-c2ccccc2Cl)noc1C)c1ccncc1
    0.1	-2.0	-0.762	-4.0	15.4	-7.6	4.9	-24.3	-15.8
- COc1cc(CNCCN2CCOCC2)ccc1OCc1ccc(Cl)cc1
    -1.5	2.2	-0.634	-2.5	-1.0	3.8	-23.9	-11.9[20 µM]	-12.5
- O=C(CCCN1CCOCC1)c1ccc2c(c1)OCCO2
    0.4	15.2	0.481	-9.6	9.6	3.5	0.7	-22.9	-31.1
- Cc1csc(N(C(=O)c2cccc(S(=O)(=O)N(C)C)c2)c2ccccc2)n1
    -0.6	-4.6	0.357	2.1	-3.0	-6.2	-3.0	-24.8	-4.7
- O=C(COC(=O)CNS(=O)(=O)/C=C/c1ccccc1)NC1CCS(=O)(=O)C1 (stereo unspecified)
    0.2	7.2	nt	-19.6	5.5	-1.6	-3.4	-33.6	-12.7
- O=C(O)c1cccnc1Br
    0.9	3.5	1.82	-16.3	5.3	-3.1	1.3	-21.0	-22.8
- CCn1nc(C)c(CCC(=O)O)c1C
    1.5	3.4	0.235	-4.1	1.1	-4.6	-3.2	-12.3	-20.3

# Bioassay records: PubChem, several laboratories

# An excerpt; count on the stated rates, not on these rows.
